High-throughput results deposited in PubChem by National Center for Advancing Translational Sciences (NCATS).
AMA1-RON2 inh – inhibitors of Plasmodium falciparum AMA1-RON2 interaction. 360,000 tested, 0.2% active. AlphaScreen AMA1-biotinylated RON2 peptide binding. Potency, µM (highest dose often 58.2 µM), inactives show top-dose activity change, negative = inhibition, hits mostly inhibitors;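 also: potency is read from the fitted curve at half-maximal effect; 0% = vehicle wells and -100% = peptide control; nearly all actives have a fitted effect of over 45% in size; some results filed as inactive show a strong effect at the top dose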
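AMA1 (3D7) with his tag at 25 nM final met compounds first, then biotinylated RON2 peptide at 25 nM; detection used donor plus acceptor beads, 10 µg/mL apiece, read by AlphaScreen after 30 min at room temperature.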
Giardia FBPA inh – Giardia lamblia aldolase inhibition. A8B2U2. purified Giardia FBPA. Potency, µM (doses to about 59.6 µM), inactives show at the highest dose activity, negative = inhibition, most hits filed as inhibitors. 290,000 tested, 0.71% active. AID 2451; also: potency is read from the fitted curve at half-maximal effect; nearly all actives have a fitted effect of over 55% in size
Target sequence (A8B2U2 whole entry, looked up): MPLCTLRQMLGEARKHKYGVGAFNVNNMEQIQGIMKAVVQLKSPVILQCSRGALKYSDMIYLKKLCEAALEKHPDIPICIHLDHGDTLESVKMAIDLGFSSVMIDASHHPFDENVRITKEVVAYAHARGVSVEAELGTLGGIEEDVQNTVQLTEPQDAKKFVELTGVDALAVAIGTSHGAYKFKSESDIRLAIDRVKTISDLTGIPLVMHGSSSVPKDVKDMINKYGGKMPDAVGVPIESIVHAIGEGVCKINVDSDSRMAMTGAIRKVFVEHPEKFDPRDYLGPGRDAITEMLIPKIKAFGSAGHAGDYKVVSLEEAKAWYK
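Giardia FBPA (40 nM reagent) was preincubated 10 min at RT with compound (up to 57.5 uM final), then substrate plus GAPDH/TPI/NAD/arsenate coupling system with diaphorase/resazurin was added; resorufin fluorescence (525/598 nm) was read after 20 min.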
HCMV antiviral – human cytomegalovirus inhibition; activity change, negative = inhibition, % at 57.5 µM; AID 1259415; HFF cells, HCMV-luciferase reporter, 72 h; stronger effect = lower value; 410,000 tested, 4.5% active; in the data active = activity change below about -60%; inconclusive = no clear call, values can overlap the other calls; inactive = above about -39%
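Cell-based, HFFs, 1000 cells/well, 16 h 37C; cpds in DMSO + HCMV-luc, MOI 1 PFU/cell; 72 h 37C; OneGlo luminescence after 5 min RT; norm. to buffer vs Salinomycin 10uM.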
HCV inh – HCV inhibition | Potency, µM (doses to about 41.8 µM), for the others: at the top dose activity change, negative = inhibition, hits mostly inhibitors | 340,000 tested, 3.4% active | Huh7.5.1 HCVcc-Cre infection, luciferase reporter, 44 h; also: potency is read from the fitted curve at half-maximal effect
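Infectious HCV cell culture screen: compound-treated cells (1,000/well, pre-plated 4 h) are infected with HCVcc-Cre at roughly 0.5 moi and grown 44 h. Infection is quantified by luciferase signal after 15 min substrate incubation at room temperature.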
AmpC inh detg – inhibitors of E. coli AmpC beta-lactamase with detergent. Potency, µM (top dose mostly 114 µM), for the others: at the top dose activity change, negative = inhibition, hits mostly inhibitors. AmpC hydrolysis of nitrocefin, absorbance 480 nm, 0.01% Triton. 370,000 tested, 0.041% active. P00811. AID 485294;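 also: potency is read from the fitted curve at half-maximal effect; 0% = no-compound wells and -100% = no-enzyme wells; nearly all actives have a fitted effect of over 25% in size; some results filed as inactive show a strong effect at the top dose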
Target sequence (P00811 whole entry, looked up): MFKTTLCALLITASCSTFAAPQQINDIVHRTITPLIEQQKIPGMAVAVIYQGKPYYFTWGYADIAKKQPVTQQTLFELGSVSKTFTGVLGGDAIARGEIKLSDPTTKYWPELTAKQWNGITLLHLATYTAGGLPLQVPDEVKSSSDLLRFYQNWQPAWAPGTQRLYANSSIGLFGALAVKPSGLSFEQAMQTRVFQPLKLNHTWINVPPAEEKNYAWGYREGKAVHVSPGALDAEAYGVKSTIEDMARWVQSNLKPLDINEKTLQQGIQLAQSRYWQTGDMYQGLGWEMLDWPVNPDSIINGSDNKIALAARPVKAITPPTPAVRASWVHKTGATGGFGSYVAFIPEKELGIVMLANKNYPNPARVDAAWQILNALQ
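AmpC (5.3 nM in the dispensed reagent) in 20 mM phosphate pH 7.0 with 0.01% (detergent screen) or 0.0001% Triton X-100 was preincubated with compounds for 15 min at room temperature. Nitrocefin was then added from an 800 uM solution, and hydrolysis was followed at 480 nm.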
Sm TGR block – inhibitors of Schistosoma mansoni thioredoxin glutathione reductase; 360,000 tested, 3% active; Potency, µM (doses to about 114 µM), inactives show at the highest dose activity change, negative = inhibition, hits mostly inhibitors; purified TGR, DTNB reduction, TNB absorbance 405 nm; Q962Y6; also: potency is read from the fitted curve at half-maximal effect; nearly all actives have a fitted effect of over 60% in size
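TGR 20 nM + NADPH 100 uM (dispensed conc.), cpd preinc 15 min RT; start with NADPH (500 uM addition) then DTNB (15 mM addition). Kinetic TNB absorbance, 405 nm filter. Four-parameter Hill fit across titration.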
An asterisk follows results filed as active; ? = inconclusive; . = no result given; [ ] = dose if it differs, or a comment. Unless noted, calls follow the shape of the dose curve; as a rule, active = well fitted curve in the direction sought with a large enough effect; inconclusive = small, poorly fitted or top-dose-only effect, or another doubt; inactive = no such curve, though single readings can be large; an effect the other way counts as inactive or inconclusive. Unless noted, % is scaled to controls: 0 for no effect and ±100 for the full control effect.

Results follow in this order: AMA1-RON2 inh, Giardia FBPA inh, HCMV antiviral, HCV inh, AmpC inh detg, Sm TGR block
OC(CNCCC1C=Nc2ccccc21)Cn1c2ccc(Cl)cc2c2cc(Cl)ccc21 (stereo unspecified)
→ ?, -0.9%, -38.6, ?, 1.3%, -2.5%
O=C(O)CCCN1C(=O)C2C3c4ccccc4C(c4ccccc43)[C@@H]2C1=O (stereo partly specified)
→ -7.4%, 4.8%, 1.5, 4.0%, -2.7%, 0.0%
O=C1NC(=S)NC(=O)C1Cc1ccccc1
→ -8.9%, ., -2.7, 24.9%, ., .
Cc1ccc(C(=O)NC(C)c2nc3ccccc3n2CC(=O)Nc2c(C)cc(C)cc2C)cc1 (stereo unspecified)
→ ., 0.3%, ., ., ?, -4.0%
Cc1ccc(-n2cc(-c3ccccc3)c3c(NC4CCCC4)ncnc32)cc1
→ ., ., ?, ., 6.7%, 0.2%
CS(=O)(=O)c1cccc(NC(=O)c2ccc(Cl)c(Cl)c2)c1
→ 11.3%, -2.1%, -5.1, ?, -1.1%, 3.5%
COCCNC(=O)/C(C#N)=C/c1cccc(OCc2ccccc2)c1
→ 0.0%, -6.7%, 36.2, -4.0%, -6.1%, -3.3%
COc1ccc(C(=O)Nc2c(C)cc(C)cc2C)cc1OC
→ 0.0%, 9.3%, -26.8, 4.5%, -18.2%, 5.4%
COC(=O)[C@]1(C)N[C@H](CN(C)S(=O)(=O)c2ccc(OC(F)(F)F)cc2)[C@@H]2C(=O)N(C)C(=O)[C@@H]21
→ -9.7%, ., 8.7, 9.0%, ., .
COc1ccc2c(c1)c1ncn(CC3CCCO3)c(=O)c1n2C (stereo unspecified)
→ 6.6%, -5.4%, 23.8, -2.8%, -2.3%, 2.8%
COC(=O)C1=C(C)N(c2cccc(C(C)=O)c2)C(=O)C1
→ -3.3%, -2.8%, 10.7, -5.5%, -6.7%, ?
CCC1(C)CC2(CCCN(CCC(O)(c3ccccc3)c3ccccc3)C2)CCO1 (stereo unspecified)
→ -18.4%, -0.1%, -32.5, -10.8%, 0.3%, -30.6%
NCC(c1ccccc1)c1c[nH]c2ccccc12 (stereo unspecified)
→ 17.6%, -0.2%, 56.7, ?, -3.7%, -0.5%
Clc1ccccc1OCc1nnc(-c2ccccc2)o1
→ 12.9%, 6.2%, ?, 19.4%, 0.3%, 22.4%
CCOC(=O)C(C(=O)Nc1cccc(C)c1)C1CCCCC1 (stereo unspecified)
→ 1.1%, 1.3%, -16.5, -5.0%, -17.3%, -29.8%
CC1(C)CC(=O)C(C=NCCN2CCN(C(=O)CC3CCCC3)CC2)=C(O)C1
→ 42.9%[activator], -2.1%, 41.2, 22.1%, -17.9%, 6.6%
CCOC(=O)C1CCN(C(c2cc3ccc(C)cc3[nH]c2=O)c2nnnn2C2CCCCC2)CC1 (stereo unspecified)
→ -8.9%, -14.2%, -32.2, -12.4%, -11.3%, 10µM*
COc1ccc(CN2C(=O)[C@@H]3C(c4ccccc4Cl)=NO[C@@H]3C2=O)cc1
→ 14.1%, -7.7%, 19.7, 7.7%, ?, -16.3%
CCOc1ccc(OCc2ccc(C(=O)NCC3CCCO3)o2)cc1 (stereo unspecified)
→ -2.2%, 2.3%, 61.6, -12.1%, -4.4%, -9.7%
O=C(CCCOc1ccccc1)n1nnc2ccccc21
→ -5.4%, 0.6%, 3.9, 11.2%, -8.3%, 0.1%
CN(C)S(=O)(=O)c1cccc(C(=O)NCC(=O)NC2CCN(Cc3ccccc3)CC2)c1
→ 3.2%, -9.1%, -14.5, -24.2%, -11.7%, -28.2%
O=C(CC(=O)N1CCOCC1)N1CCOCC1
→ -7.8%, ., 4.6, 11.5%, ., .
Cc1ccc(CSC2=Nc3ccccc3C3=NC(CC(=O)NCc4ccco4)C(=O)N23)cc1 (stereo unspecified)
→ -21.0%, ?, -3.3, ?, -11.1%, 35.5µM*
Cn1ccsc1=NC(=O)c1ccc(S(=O)(=O)C(F)F)cc1
→ 1.3%, ., 9.1, 11.9%, -6.5%, 1.5%
CCOC(=O)c1[nH]c2ccc(OC)cc2c1NC(=S)N1CCN(c2ccccn2)CC1
→ -3.4%, -7.1%, -16.5, 18.9%, -1.5%, 11.9%
COc1cc(NC(=O)CSc2nnnn2Cc2ccccc2)cc(OC)c1
→ 0.0%, -0.9%, -15.3, 13.6%, 8.8%, 14.8%
CCOC(=O)c1c(NC(=O)c2ccc(S(=O)(=O)N3CCOCC3)cc2)sc2c1CC(C)(C)NC2(C)C
→ 7.9%, -0.2%, -36.3, 12.1%, 1.7%, -21.0%
CC(OC(=O)c1cccnc1)C(=O)Nc1ccc2c(c1)OCO2 (stereo unspecified)
→ -4.9%, -1.9%, ?, 6.0%, 3.2%, -8.0%
COc1ccccc1CNc1ccc(-c2nc(-c3cccnc3)no2)cc1[N+](=O)[O-]
→ ., ., 8.3, ., -1.6%, -0.1%
COc1ccccc1CNS(=O)(=O)c1cc(Br)cc2c1N(C(C)=O)C(C)C2 (stereo unspecified)
→ ., ., -27.7, ., 9.5%, -2.2%

Laid out differently: four of the compounds above
COc1ccccc1CNS(=O)(=O)c1cc(Br)cc2c1N(C(C)=O)C(C)C2 (stereo unspecified)
  AMA1-RON2 inh: . | Giardia FBPA inh: . | HCMV antiviral: -27.7 | HCV inh: . | AmpC inh detg: 9.5% | Sm TGR block: -2.2%

CCOC(=O)C1CCN(C(c2cc3ccc(C)cc3[nH]c2=O)c2nnnn2C2CCCCC2)CC1 (stereo unspecified)
  AMA1-RON2 inh: -8.9% | Giardia FBPA inh: -14.2% | HCMV antiviral: -32.2 | HCV inh: -12.4% | AmpC inh detg: -11.3% | Sm TGR block: 10µM*

Cc1ccc(C(=O)NC(C)c2nc3ccccc3n2CC(=O)Nc2c(C)cc(C)cc2C)cc1 (stereo unspecified)
  AMA1-RON2 inh: . | Giardia FBPA inh: 0.3% | HCMV antiviral: . | HCV inh: . | AmpC inh detg: ? | Sm TGR block: -4.0%

OC(CNCCC1C=Nc2ccccc21)Cn1c2ccc(Cl)cc2c2cc(Cl)ccc21 (stereo unspecified)
  AMA1-RON2 inh: ? | Giardia FBPA inh: -0.9% | HCMV antiviral: -38.6 | HCV inh: ? | AmpC inh detg: 1.3% | Sm TGR block: -2.5%

(further entries)
Results follow in this order: AMA1-RON2 inh, Giardia FBPA inh, HCMV antiviral, HCV inh, AmpC inh detg, Sm TGR block
COc1cc(C(=O)Nc2nc3ccc(C)cc3s2)ccc1OCc1c(C)noc1C
→ -8.2%, 11.2%, -15.7, ?, -1.6%, 28.3%
CCC(=O)c1cccc(-c2ccccc2)c1CC
→ 33.6%[activator], ., -20.9, 12.9%, ., .
CC1CCN(c2c(NCc3ccc(C(=O)N4CCc5ccccc54)cc3)c(=O)c2=O)CC1
→ 9.8%, 0.0%, -84.2*, 3.6%, 1.5%, -4.6%
CC(C)CNC(=O)N[C@@H](CC(C)C)C(=O)O
→ -6.5%, 1.5%, -39.1, 10.8%, 0.4%, -3.4%
CCCCOc1ccc(C(O)(CC)CCN2CCOCC2)cc1 (stereo unspecified)
→ -3.6%, -3.7%, -8.8, -7.2%, 0.8%, 20µM*
COC(=O)COc1ccc2oc(=O)cc(C)c2c1
→ 0.2%, 2.6%, 14.8, 20.8%, -12.1%, 8.9%
COc1ccc(C)cc1C1=Nc2ccccc2C1(C)C
→ 0.0%, 4.3%, ?, 13.1%, -13.5%, -4.5%
CCOc1cc(Br)c(C(=O)O)cc1OCC
→ 1.1%, -7.2%, -23.0, 4.4%, -13.3%, 26.4%
CCOC(=O)CSC1=N/C(=C/c2ccc(-n3cncn3)cc2)C(=O)N1C(C)=O
→ 10.6%, -0.2%, 18.2, -4.8%, -6.1%, 7.9%
O=C(Nc1ccccc1)c1cccc(C(=O)Nc2ccccc2)n1
→ 3.1%, ., 15.2, 6.8%, -11.0%, -0.8%
CCOc1ccc(OCC)c(NC(=O)c2cc3ccccn3n2)c1
→ ., ., 7.7, ., -6.4%, -31.3%
COc1ccc([C@H]2Cc3cccc(O)c3C(=O)O2)cc1O
→ -14.5%, ., 1.8, ?, 6.9%, -19.8%
Cn1c(Cn2c(=O)sc3ccccc32)nnc1SCC(=O)NCC1CCCO1 (stereo unspecified)
→ -0.3%, -0.5%, 3.1, 8.4%, ?, -5.6%
Cc1ccc(NC(=O)Cn2cc(C=O)c3ccccc32)cc1C
→ 6.1%, 6.1%, -8.6, 2.9%, -5.8%, -5.5%
CCOC(=O)N1CCN(c2ccccc2OC)CC1
→ 5.8%, 1.7%, -14.7, 1.2%, -9.9%, -3.3%
CS(=O)(=O)c1sc(C(=O)NC(=O)Nc2cccc(C(F)(F)F)c2)c2c1C=CCC2
→ 10.3%, -1.6%, 13.2, 5.4%, -1.5%, 0.0%
COc1ccccc1CNc1ncnc2c1c(-c1ccccc1)cn2-c1cccc(C)c1
→ ., ., -60.5*, ., -5.3%, -1.1%
COc1cc2cc(CNc3ccccc3)c(=O)n(CC(=O)Nc3ccccc3)c2cc1OC
→ ., ., 8.0, ., -0.7%, -17.4%
CC1CCc2c(C(=O)Nc3ccc(OC(F)(F)F)cc3)csc2C1 (stereo unspecified)
→ 8.5%, -0.9%, 8.1, -4.3%, -15.2%, 1.4%
CCc1c(C(=O)N/N=C/c2cn[nH]c2-c2ccc(F)cc2)csc1C
→ 9.6%, -11.6%, -25.3, 20.1%, ?, -3.3%
Cc1ccc(S(=O)(=O)n2nc(OC(=O)c3cccs3)cc2N)cc1
→ 2.6%, -1.3%, 25.2, 11.9%, -4.6%, -24.5%
O=C(COc1ccccc1F)Nc1ccc2nc(SCC(=O)N3CCc4ccccc43)sc2c1
→ ., ., -34.2, ., 7.4%, -1.4%
CN1CCC(n2[nH]c(-c3ccccc3)c(Cc3ccccc3)c2=O)CC1
→ -6.6%, ., -17.8, 4.3%, ., .
COc1cccc(-c2ccc(NC(=O)C3CCCN(Cc4cnn(C)c4C)C3)cc2)c1 (stereo unspecified)
→ 0.6%, ., 0.0, ?, ?, 4.8%
CCCN(CCC)CCCNC(=O)CC1Nc2ccccc2NC1=O (stereo unspecified)
→ -2.7%, 0.9%, ?, -13.1%, ?, 10.2%
Cc1cccc(-c2nc3c4ccccc4nc(N4CCN(c5ccc(F)cc5)CC4)n3n2)c1
→ ., ., 18.1, ., 11.5%, 1.1%
Cc1ccc(-n2c(SCC(=O)OC(C)C)nnc2-c2ccncc2)cc1
→ 5.9%, -1.4%, 5.0, 1.5%, ?, -25.9%
CCOC(=O)c1cc2c(=O)[nH]ccc2nc1C
→ -0.8%, -0.8%, 7.2, 24.9%, 4.5%, -2.4%
CCN(CC)S(=O)(=O)c1ccc2c(c1)nc(CN(C)C(=O)Nc1ccc(C)c(F)c1)n2C
→ ., ., -4.1, ., 11.6%, -4.4%
CC(=O)N1c2ccc(C)cc2Sc2c1ccc1ccccc21
→ ?, ., -61.5*, -9.9%, ., .
